aSyn UTR inh = 5' untranslated region of α-synuclein, MLPCN primary screen; inhibition, % (tested at 7.5 µM); 300,000 compounds, 0.82% hits; alpha-synuclein 5'UTR reporter, inhibitor activity; in the data active means inhibition above about 60%;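 further: H4 neuroglioblastoma cells stably carrying SNCA 5'UTR luciferase fusion; 0% = DMSO wells and 100% = positive control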
HIF act = HIF pathway transcriptional activation | U2OS HRE-luciferase reporter, luminescence; normalized: DMSO 0%, desferrioxamine 100% | activation, % at 7.5 µM (by protocol) | 300,000 compounds, 0.32% hits;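 active means mean activation of at least 10% of the iron chelator positive control signal, with at least half of replicates also reaching 10%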
MrgX1 antagonist = human MrgX1 receptor antagonism, primary screen. MRGX1-HEK293 calcium flux, Fluo-4, BAM8-22 antagonism; hits give low values. B-score at 10 µM. 310,000 compounds, 1.3% hits;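 active means calcium-response B-score plate-corrected more than 3 library SD below zero, starting fluorescence within 5 deviations, no agonist response on first addition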;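 further: peak minus trough fluorescence over baseline after final BAM8-22 challenge near maximal dose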
IEC-6 tox = counter-screen for KLF5 inhibitors: cytotoxicity in IEC-6 cells; IEC-6 cytotoxicity, luminescence viability; 290,000 compounds, 0.78% hits; inhibition, % at 5 µM; in the data active means inhibition above about 22%;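 further: 0% = plate median of test compound wells and 100% = cytotoxic reference compound wells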
TRPC4 PAM = allosterically enhances the mouse TRPC4 cation channel; Q9QUQ5; HEK293 TRPC4beta/mu-opioid, DAMGO EC20, Fluo-4 Ca2+ flux; hits give high values; B-score at 10 µM; 310,000 compounds, 0.42% hits; AID 2227;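 active means B-score of calcium response area above 5 SD of library B-scores, with initial fluorescence ratio within 5 SD of library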;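 further: B-score of integrated fluorescence ratio over time as area under calcium response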
SKKanGAS inh = blocks kanamycin growth of S. pyogenes SKKanGAS strain. BacTiter-Glo, 6 h. inhibition, % at 7.5 µM. 300,000 compounds, 1.3% hits. AID 1662;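 active means mean replicate score, as percent of positive control median, at least 50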;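 further: strain carries kanamycin resistance gene driven by streptokinase promoter and grows in 40 µg/ml kanamycin; loss of luminescence reflects streptokinase promoter inhibition or plain growth inhibition; 0% = median of DMSO wells and 100% = positive control at its reference dose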
TRPC4 block = blocks the mouse TRPC4 cation channel. Q9QUQ5. HEK293 TRPC4beta/mu-opioid, DAMGO-evoked Fluo4 calcium flux; hits give low values. B-score at 10 µM. 300,000 compounds, 0.39% hits. AID 2247;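 active means B-score over 3 SD under the library average, no early fluorescence shift, positive overall ratio signal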
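System: stable TRPC4beta/mu-opioid receptor HEK293 cells; Dosing: single-point compound dosing; Measured by: Fluo4 Ca2+ flux fluorescence; Read-out basis: per-well B score of integrated baseline-normalized Fluo4 ratio.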
TRPC6 inh = blocks the mouse TRPC6 cation channel; Q61143; HEK293-TRPC6, membrane potential dye, ACh-evoked depolarization; hits give low values; B-score at 10 µM; 310,000 compounds, 1.1% hits;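 active means B-score under library mean minus 3 SD, initial fluorescence not abnormally high, positive integrated signal ratio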;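 further: B-score derived from integrated fluorescence ratio over the kinetic read; more negative B-score means stronger inhibition of depolarization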
Target sequence (Q61143 whole entry, looked up): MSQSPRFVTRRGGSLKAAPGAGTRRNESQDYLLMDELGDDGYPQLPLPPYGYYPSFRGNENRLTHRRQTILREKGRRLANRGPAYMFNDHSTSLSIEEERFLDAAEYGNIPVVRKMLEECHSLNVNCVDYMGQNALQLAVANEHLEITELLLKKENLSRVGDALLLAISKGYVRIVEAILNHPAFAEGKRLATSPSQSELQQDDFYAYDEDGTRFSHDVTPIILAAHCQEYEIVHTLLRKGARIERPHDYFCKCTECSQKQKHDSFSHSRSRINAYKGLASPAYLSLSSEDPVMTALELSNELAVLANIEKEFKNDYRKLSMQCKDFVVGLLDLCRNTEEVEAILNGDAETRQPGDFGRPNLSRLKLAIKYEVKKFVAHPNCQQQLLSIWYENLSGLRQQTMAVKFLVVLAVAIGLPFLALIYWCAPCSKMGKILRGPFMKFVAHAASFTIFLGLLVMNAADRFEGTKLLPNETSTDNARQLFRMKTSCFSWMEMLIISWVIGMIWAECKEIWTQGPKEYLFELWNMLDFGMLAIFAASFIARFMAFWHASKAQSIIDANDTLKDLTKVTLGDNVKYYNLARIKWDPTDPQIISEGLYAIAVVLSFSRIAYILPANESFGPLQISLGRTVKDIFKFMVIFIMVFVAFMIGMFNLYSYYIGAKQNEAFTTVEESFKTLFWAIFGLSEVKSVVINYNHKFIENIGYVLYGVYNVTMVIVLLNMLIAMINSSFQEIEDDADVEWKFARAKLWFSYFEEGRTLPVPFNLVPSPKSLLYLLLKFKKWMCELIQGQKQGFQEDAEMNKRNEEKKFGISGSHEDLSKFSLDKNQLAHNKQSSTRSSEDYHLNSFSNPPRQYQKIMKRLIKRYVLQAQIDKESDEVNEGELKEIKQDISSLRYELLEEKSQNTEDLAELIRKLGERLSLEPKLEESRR
TRPC4 agonist = opens the mouse TRPC4 cation channel; HEK293 TRPC4beta/mu-opioid, Fluo4 calcium fluorescence; hits give high values; B-score at 10 µM; Q9QUQ5; 310,000 compounds, 0.49% hits;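 active means B-score above 5 SD of library B-scores, and initial fluorescence ratio not above library mean plus 5 SD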;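 further: positive B-score marks a calcium rise read as TRPC4 activation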
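Assay system: HEK293 cells stably co-expressing mouse TRPC4beta and mu-opioid receptor / Timing: Fluo4 dye loading 45 min at room temperature, 110 s recording / Signal: Fluo4 calcium-sensitive dye fluorescence, kinetic, 1 Hz baseline / Read-out: integrated baseline-normalised fluorescence ratio, converted to per-well B score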
TRPC6 activator = activators of mouse TRPC6 channel. Q61143. HEK293-TRPC6 membrane potential dye fluorescence; hits give high values. B-score at 10 µM. 310,000 compounds, 0.13% hits;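 active means B-score of the integrated fluorescence ratio above library mean plus 3 SD, and starting fluorescence ratio within library mean plus 5 SD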;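 further: higher score means more depolarization so channel activation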
KLF5 inh = inhibitors of KLF5 expression; DLD-1 KLF5 promoter-luciferase reporter, luminescence; inhibition, % at 5 µM; 290,000 compounds, 0.23% hits; AID 1700;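 active means inhibition above a per-plate limit of that plate's mean compound inhibition plus 3 SD, cut at about 60% in these data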;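 further: 0% = DMSO wells and 100% = LY294002 at 200 µM; higher means less KLF5 promoter-driven luciferase light; inactives centre near -14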
Numbers without * were called inactive; i = inactive; · = no result given.

SMILES	aSyn UTR inh	HIF act	MrgX1 antagonist	IEC-6 tox	TRPC4 PAM	SKKanGAS inh	TRPC4 block	TRPC6 inh	TRPC4 agonist	TRPC6 activator	KLF5 inh
O=C1c2ccccc2C(=O)N1CCc1csc(-c2ccc(F)cc2)n1	16	0.1	i	-7	i	-2	i	i	i	i	-25
Cc1cc(C)cc(Nc2ccc3nonc3c2[N+](=O)[O-])c1	-16	-0.5	i	·	i	0	i	i	i	i	·
Cc1ccc(Cl)cc1NC(=S)N(Cc1ccco1)C(C)c1cccs1 (stereo not drawn)	3	0.0	i	0	i	6	i	i	i	i	-45
S=C(NCc1ccccc1)NC1CCCCC1	-6	0.7	i	-8	i	-9	i	i	i	i	-19
Cc1ccc(C(=O)OCC(=O)Nc2sc3c(c2C#N)CCCCC3)cc1NC(=O)c1ccco1	-36	0.0	i	10	i	21	i	i	i	i	-18
Clc1nc2ccccc2cc1/C=N/Nc1nc2ccccc2[nH]1	-97	1.1	i	13	i	-8	i	i	i	i	-41
CCOc1ccccc1-c1nc(C(N)=O)c2[nH]c(=O)n(-c3cccc(C)c3)c2n1	17	-0.1	i	12	i	15	i	i	i	i	10
O=C(Nc1ccc(NC(=O)c2ccncc2)cc1)c1ccncc1	3	-1.9	i	6	i	-4	i	i	i	i	-15
Cc1nc(SC2CC(=O)N(c3ccc([N+](=O)[O-])cc3)C2=O)nc2c1CCCC2 (stereo not drawn)	6	-0.3	i	-2	i	10	i	i	i	i	-25
COc1ccc(S(=O)(=O)N(CC(=O)O)c2ccccn2)cc1	12	-43	i	-1	i	13	i	i	i	i	-19
Cc1c(C)c2c(OCC(=O)NC3CC3)cc3c(c2oc1=O)CCC(C)(C)O3	7	-0.1	i	-1	i	-1	i	i	i	i	-6
O=C(c1ccccc1Cl)N1CCSCC1	9	-0.1	i	-5	i	30	i	i	i	i	-13
COc1ccccc1CN1C(=O)[C@@H]2C(CC(N)=O)NC3(C(=O)Nc4c3ccc(Cl)c4C)[C@@H]2C1=O (stereo partly drawn)	-3	0.1	i	-13	i	5	i	i	i	i	-15
O=C(CCc1nc2ccccc2c(=O)[nH]1)NCC(=O)Nc1ccc(F)c(F)c1	19	-1.1	i	·	i	-17	i	i	i	i	·
Cn1c(=O)c2c(nc(Oc3ccc4ccccc4c3)n2C)n(C)c1=O	26	1.2	i	-2	i	-5	i	i	i	i	-22
Cc1ccc(-c2noc(-c3ccccc3Br)n2)cc1	·	·	i	1	i	-5	i	i	i	i	-75
C=CCN(C(=O)c1csnn1)C(C(=O)NC1CCCC1)c1ccccc1 (stereo not drawn)	0	0.9	i	-1	i	-4	i	i	i	i	-18
COCCn1c(SCC(=O)NCCc2ccccc2)nnc1-c1ccco1	20	0.1	i	5	i	1	i	i	i	i	3
Cn1cc(-c2ccc(Cl)cc2)cc(C#N)c1=O	30	0.0	i	2	i	-8	i	i	i	i	-12
CN1CCN(CC(=O)N2CCn3c4c(c5cc(C6CCCCC6)ccc53)CCCC42)CC1 (stereo not drawn)	11	0.1	i	-4	i	·	i	i	i	i	-17
C=CCNC(=S)Nc1nc2c(cc1C(=O)OCC)COC(C)(C)C2	-11	-0.1	i	-9	i	7	i	i	i	i	-6
CCc1ccc(NC(=O)c2cccnc2)cc1	-79	1.3	i	0	i	-1	i	i	i	i	-59
COc1ccc(CCNC(=O)Oc2ccccc2)cc1OC	10	-22	i	1	i	0	i	i	i	i	-21
CCN1CCCC1CNS(=O)(=O)c1c(C)cc(C)cc1C (stereo not drawn)	6	-1.0	i	-2	i	-4	i	i	86*	i	-31
Cc1noc(C)c1CN(C(=S)NC1CC2CCC1C2)c1ccccc1 (stereo not drawn)	30	-0.5	i	4	i	-3	i	i	i	i	-2
CCN1C(=O)C(CC(=O)Nc2ccccc2)N(Cc2ccccn2)C1=S (stereo not drawn)	7	-0.4	i	7	i	-5	i	i	i	i	-30
CCOC(=O)C1CCN(C(=O)CN(c2ccc(OC)cc2)S(=O)(=O)c2c(C)nn(C)c2C)CC1	-38	-0.5	i	5	i	0	i	i	i	i	-11
Cn1c(CSCc2ccc(F)cc2)nnc1SCC(=O)N1CCN(c2ccccc2)CC1	8	-0.1	i	-6	i	-4	i	i	i	i	-1
CC(=O)c1cccc(S(=O)(=O)N2CCC(c3nc4ccccc4[nH]3)CC2)c1	6	0.3	i	-3	i	-4	i	i	i	i	-7
COc1ccc(N=c2oc3cc(O)ccc3cc2C(=O)NCC2CCCO2)c(OC)c1 (stereo not drawn)	-13	0.2	i	6	i	19	i	i	i	i	-32
COC(=O)c1ccc2c(c1O)C(=O)c1ccccc1C2=O	-16	0.8	i	9	i	70*	i	i	i	i	-23
CCCS(=O)(=O)c1nc(S(=O)(=O)c2ccc(C)cc2)c(N2CCC3(CC2)OCCO3)s1	7	-0.1	i	-3	i	-8	i	i	i	i	-32
CC(Nc1nc2ncn(Cc3ccccc3)c2c(=O)[nH]1)C(=O)O (stereo not drawn)	-5	0.3	i	-2	i	-1	i	i	i	i	-19
CCNC(=O)/C(=C/c1cccc([N+](=O)[O-])c1)NC(=O)c1ccc(C)cc1	-1	0.0	i	1	i	-1	i	i	i	i	-5
O=C(COC(=O)c1cccc(OC(F)F)c1)NC(=O)NC1CCCCC1	-8	-1.1	i	·	i	-11	i	i	i	i	·
Cc1c(C(=O)O)sc2nc3n(c(=O)c12)CCC3	2	-0.3	i	-12	i	2	i	i	i	i	-34
Cc1cc(C)cc(NC(=S)/C(=C(\[O-])c2ccc(Cl)s2)[n+]2cccc(C)c2)c1	-32	0.8	i	-1	i	16	i	i	i	i	-15
O=C1c2ccccc2C(=O)N1SC1CCCCC1	18	-0.4	i	7	i	-1	i	i	i	i	-1
COc1ccc(S(=O)(=O)N2CCOC2CNC(=O)C(=O)NCCCN2CCOCC2)cc1OC (stereo not drawn)	8	0.5	i	2	i	-2	i	i	i	i	-2
CCOC(=O)c1ccc(-n2c(C)nc3ccccc3c2=O)cc1	-15	-0.1	i	2	i	-2	i	i	i	i	-26
Nc1nonc1C(=O)N/N=C\c1cc2c(cc1Cl)OCO2	·	·	i	6	i	·	i	i	i	i	-11
O=C(CSc1ccc([N+](=O)[O-])cn1)Nc1ccc2[nH]c(=O)[nH]c2c1	4	-0.1	i	3	i	-1	i	i	i	i	-18
COc1ccc(CCN(Cc2nc(-c3ccccc3)no2)Cc2nc(-c3ccccc3)no2)cc1OC	3	-0.6	i	1	i	-5	i	i	i	i	-49
COc1ccc(C(=O)NCCc2nc3cc([N+](=O)[O-])ccc3n2C)cc1	5	26*	i	-1	i	2	i	i	i	i	2
COc1ccc(/C=N/NC(=O)C2C(=O)NCC2c2ccccc2)c(OC)c1 (stereo not drawn)	-15	-0.1	i	6	i	4	i	i	i	i	-19
CS(=O)(=O)N(CC(=O)Nc1ccccc1C(=O)NCc1ccco1)c1ccc2c(c1)OCCO2	-20	-0.3	i	0	i	3	i	i	i	i	6
CCOC(=O)C1=C(COC(=O)/C=C/c2ccco2)NC(=O)NC1C (stereo not drawn)	-2	-51	i	·	i	19	i	i	i	i	·
CCN1CCN(C(=O)C2c3cc(OC)c(OC)cc3C(=O)N(C)C2c2ccc(SC)cc2)CC1 (stereo not drawn)	-20	0.0	i	3	i	1	i	i	67*	i	-21
CC(Nc1nc(-c2ccccc2F)nc2ccccc12)c1ccccc1 (stereo not drawn)	21	-0.9	i	2	i	1	i	i	i	i	-63
COC(=O)C1(C)Cc2cc(OC(C)=O)c(OC(C)=O)cc2N1 (stereo not drawn)	-21	-1.0	i	0	i	10	i	i	i	i	-14
O=C(Nc1ccnn1C1CCN(Cc2cccc(F)c2F)CC1)C1CCCC1	8	0.0	i	-4	i	0	i	i	i	i	-22
CC1CC(c2ccccc2)NS(=O)(=O)O1 (stereo not drawn)	3	1.0	i	2	i	1	i	i	i	i	-22
CCCC(=O)Nc1sc2c(c1C#N)CCCCC2	-167	2.6	i	5	i	-5	i	i	i	i	-162
COC(=O)[C@H](Cc1ccccc1)NC(=O)c1ccc2ccccc2n1	-11	1.6	i	-7	16*	-9	i	i	i	i	-16
O=C(O)c1ccccc1/C=N/Nc1ccc(S(=O)(=O)N2CCCC2)cc1[N+](=O)[O-]	-11	0.3	i	9	i	-1	i	i	i	i	-8
Cn1cc(CN2CCc3c([nH]c4ccccc34)C2C(C)(C)C)cn1 (stereo not drawn)	35	0.0	i	1	i	8	i	i	i	i	-14
O=C(COC(=O)CNC(=O)C1CCCCC1)Nc1ccc2c(c1)OCCO2	-20	0.1	i	2	i	-5	i	i	i	i	-7
Cc1cc(OCC(=O)Nc2ccc(N3CCN(C(=O)c4ccco4)CC3)cc2)cc(C)c1Cl	29	·	i	-2	i	7	i	i	i	i	-16
CCOC(=O)C(=O)N(CC)C1CCS(=O)(=O)C1 (stereo not drawn)	·	·	i	4	i	-2	i	i	i	i	26
Cc1ccc(OC(=O)c2cc(=O)c3ccccc3o2)cc1	22	-0.1	i	1	i	-1	i	i	i	i	-21
Additional structures
SMILES	aSyn UTR inh	HIF act	MrgX1 antagonist	IEC-6 tox	TRPC4 PAM	SKKanGAS inh	TRPC4 block	TRPC6 inh	TRPC4 agonist	TRPC6 activator	KLF5 inh
CC(C)(C)NC(=O)NC(=O)COC(=O)COc1ccc(Cl)cc1Cl	-13	0.0	i	-3	i	-12	i	i	i	i	5
O=C(Nc1cccc(Cl)c1)Nc1ccc2nccnc2c1	-163	6.2	-4.7*	9	i	12	i	i	i	i	-60
Cc1cc(C)n(C(=O)c2nn(C)c(C)c2[N+](=O)[O-])n1	-6	-0.1	i	-4	i	9	i	i	i	i	-6
O=C(/C=C/Nc1cccc(F)c1)c1ccco1	-264	4.1	i	0	i	-3	i	i	i	i	7
COc1ccccc1CC(=O)Nc1ccc2nc(C)sc2c1	-42	0.9	i	1	i	5	i	i	i	i	-10
Cc1ccc(C2C3=C(CC(C)(C)CC3=O)Nc3[nH]c(=S)[nH]c(=O)c32)cc1 (stereo not drawn)	24	0.0	i	·	i	·	i	i	i	i	·
Cc1ccc(C(=O)NCCCn2ccnc2)cc1[N+](=O)[O-]	12	-0.6	i	1	i	-5	i	i	i	i	-30
O=C(N/C=C\c1ccccc1)NCc1ccc(Cl)cc1Cl	9	0.3	i	0	i	4	i	i	i	i	18
CC(C)NC(=O)c1cc(=O)n(C)c(=O)n1C	-1	-0.5	i	-2	i	1	i	i	i	i	-37
